MEKK2mut PB1 HTS = signal of MEK5 binding to mutant human MEKK2 PB1 domain | bead flow cytometry, Alexa488-MEK5 binding to MEKK2 mutant | percent response, % at 10 µM | actives 0.35% (n = 290,000); in the data active = percent response above about 24%, passing the limit was not always enough; note: inactives centre near 1; some results filed as inactive read as strong as hits; reference of the scale not given here
V1aR counter = counter-screen for oxytocin receptor agonists: human V1a receptor agonists; P37288; CHO-V1R cells, Fluo-8 calcium fluorescence, agonist mode; 0% DMSO, 100% 3 nM vasopressin; activation, % at 3 µM; actives 0.25% (n = 320,000);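 active = activation above the mean activation of all tested compounds plus 3 SD, per screening run, cut at about 20% in these data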;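 note: signal is peak over basal fluorescence ratio across a 100 second FLIPR read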
MEKK3 PB1 HTS = modulators (inhibitors or enhancers) of MEK5 binding to human MEKK3 PB1 domain | Q99759 | bead-based flow cytometry, Alexa488-MEK5 binding to MEKK3; actives lie on both sides; 0 = blocked by unlabeled MEK5, 100 = vehicle | binding response (% of control), % at 10 µM | actives 1.4% (n = 290,000);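 active = binding response more than 3 SD above or below the average of its plate-row segment, actives on both sides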;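 note: Alexa488 bead fluorescence after subtracting the streptavidin-only scavenger bead signal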
PHOSPHO1 inh = PHOSPHO1 (human) inhibition | AID 1565 | recombinant PHOSPHO1, absorbance phosphatase assay | inhibition, % at 13.3 µM | actives 1.1% (n = 290,000) | Q8TCT1; in the data active = inhibition above about 60%
Target sequence (Q8TCT1 whole entry, looked up): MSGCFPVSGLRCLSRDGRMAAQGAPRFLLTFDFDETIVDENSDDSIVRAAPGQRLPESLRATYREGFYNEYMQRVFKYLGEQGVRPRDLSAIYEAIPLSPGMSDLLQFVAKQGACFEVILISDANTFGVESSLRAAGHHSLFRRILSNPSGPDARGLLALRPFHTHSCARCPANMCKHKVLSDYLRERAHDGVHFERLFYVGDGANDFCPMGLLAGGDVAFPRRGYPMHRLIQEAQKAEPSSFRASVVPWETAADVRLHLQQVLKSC
GPR7 antag = antagonists of human GPR7 (neuropeptides B/W receptor 1) | P48145 | GPR7-expressing cells, fluorescence antagonist assay | actives 1.1% (n = 290,000) | inhibition, % at 4.4 µM | AID 1861; in the data active = inhibition above about 16%, passing the limit was not always enough;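 note: cells stimulated with the agonist NPW; 0% = agonist with vehicle and 100% = vehicle without agonist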
Target sequence (P48145 whole entry, looked up): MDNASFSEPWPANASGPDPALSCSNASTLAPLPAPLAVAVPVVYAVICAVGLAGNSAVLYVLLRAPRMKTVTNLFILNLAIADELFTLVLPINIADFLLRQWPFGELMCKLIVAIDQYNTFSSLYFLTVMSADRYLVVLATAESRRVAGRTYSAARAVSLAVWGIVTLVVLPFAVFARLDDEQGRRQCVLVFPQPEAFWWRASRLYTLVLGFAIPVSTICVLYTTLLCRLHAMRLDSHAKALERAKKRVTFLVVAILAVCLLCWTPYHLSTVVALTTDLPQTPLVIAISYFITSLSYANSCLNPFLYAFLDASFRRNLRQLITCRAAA
GalR3 antag = human GalR3 antagonism; O60755; AID 651719; actives 0.44% (n = 360,000); HEK293 GalR3-CNG cAMP membrane potential fluorescence; galR3 body fused to GalR1 C-terminus; inhibition, % at 3 µM;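 active = inhibition above the screen-wide average plus 3 SD, cut at about 13% in these data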;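 note: forskolin and galanin both at EC90 stimulate the cells; cAMP rise reported by CNG channel membrane potential dye signal; 0% = forskolin plus galanin with DMSO and 100% = forskolin alone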
Target sequence (O60755 1-299 limits assumed): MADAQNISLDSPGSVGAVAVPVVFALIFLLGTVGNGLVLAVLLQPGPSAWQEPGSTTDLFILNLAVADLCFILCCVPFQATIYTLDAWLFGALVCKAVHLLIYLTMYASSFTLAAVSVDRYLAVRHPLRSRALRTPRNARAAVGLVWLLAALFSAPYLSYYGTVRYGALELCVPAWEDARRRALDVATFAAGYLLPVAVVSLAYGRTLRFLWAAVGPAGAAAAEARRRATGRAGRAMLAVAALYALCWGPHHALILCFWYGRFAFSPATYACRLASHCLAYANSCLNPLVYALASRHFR
NALP1 yeast inh = inhibitors of NALP1 inflammasome in yeast | S. cerevisiae NALP1/ASC/caspase-1 growth, X-gal OD620, 72 h | inhibition, % at 10 µM | actives 0.61% (n = 280,000); in the data active = inhibition mostly above about 24%, no sharp cut-off; inactive = mostly below about 32%; note: some compounds called inactive have numbers as strong as hits
OXTR agonist = activates the human oxytocin receptor; actives 0.32% (n = 320,000); activation, % at 3 µM; P30559; CHO-OTR cells, Fluo-8 calcium fluorescence; normalized: DMSO 0%, oxytocin 100%;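 active = activation above the mean of all tested compounds plus 3 SD, cutoff set per screening run, cut at about 20% in these data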;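 note: peak over basal fluorescence ratio from a 100 s FLIPR kinetic read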
MEKK2 WT-MEK5 = raises or lowers MEK5 binding to wildtype human MEKK2 PB1 domain; Q9Y2U5; bead flow cytometry, Alexa488-MEK5 binding to MEKK2 WT; actives lie on both sides; binding response (% of control), % at 10 µM; actives 1.1% (n = 290,000); in the data active = binding response below about 67% or above about 130%
* hit, by the source's call. Compounds as they come; overall some 5.4% were active at least once.

For COc1cccc(NC(=S)N2CCN(C/C=C/c3ccccc3)CC2)c1 the results were MEKK2mut PB1 HTS -13, V1aR counter 4.8, MEKK3 PB1 HTS 73, PHOSPHO1 inh -36, GPR7 antag -2, GalR3 antag -1, NALP1 yeast inh -12, OXTR agonist 4.0 and MEKK2 WT-MEK5 87.
Screening COc1ccc(C2=[N+]([O-])C(C)(C)N(O)C2C)cc1 (configuration not stated) returned MEKK2mut PB1 HTS 0, V1aR counter -0.4, MEKK3 PB1 HTS 106, PHOSPHO1 inh 2, GPR7 antag -15, GalR3 antag 2, NALP1 yeast inh 3, OXTR agonist -0.3 and MEKK2 WT-MEK5 111.
For CC(=O)c1cccc(NC(=O)N(c2ccccc2)c2ccccc2)c1 the results were MEKK2mut PB1 HTS 16, V1aR counter 1.2, MEKK3 PB1 HTS 110, PHOSPHO1 inh 25, GPR7 antag -1, GalR3 antag -7, NALP1 yeast inh 12, OXTR agonist 0.9 and MEKK2 WT-MEK5 110.
For CCC(Sc1nc2ccccc2s1)C(=O)Nc1nnc(C)s1 (configuration not stated) the results were MEKK2mut PB1 HTS -4, V1aR counter -0.2, MEKK3 PB1 HTS 94, PHOSPHO1 inh 2, GPR7 antag -3, GalR3 antag -3, NALP1 yeast inh 15, OXTR agonist -0.3 and MEKK2 WT-MEK5 92.
CN(C1CCCCC1)S(=O)(=O)c1ccc(S(=O)(=O)N2CCN(CCC#N)CC2)cc1 was read as MEKK2mut PB1 HTS 2, V1aR counter 0.3, MEKK3 PB1 HTS 102, PHOSPHO1 inh -3, GPR7 antag -12, GalR3 antag 4, NALP1 yeast inh 6, OXTR agonist -0.7 and MEKK2 WT-MEK5 104.
For COc1ccc(C(C(=O)NC2CCCC2)N(C(=O)c2ccoc2C)c2ccc(C)cc2)cc1 (configuration not stated) the results were MEKK2mut PB1 HTS 2, V1aR counter -2.3, MEKK3 PB1 HTS 101, PHOSPHO1 inh 14, GPR7 antag 5, GalR3 antag -7, NALP1 yeast inh 33, OXTR agonist -2.1 and MEKK2 WT-MEK5 98.
Screening CCc1ccc(S(=O)(=O)N/N=C(/C)c2ccncc2)cc1 returned MEKK2mut PB1 HTS 6, V1aR counter 2.1, MEKK3 PB1 HTS 101, PHOSPHO1 inh 13, GPR7 antag -10, GalR3 antag -4, NALP1 yeast inh 2, OXTR agonist -0.2 and MEKK2 WT-MEK5 104.
Screening Cc1ccc(S(=O)(=O)NNC(=O)Nc2ccc(Cl)cc2)cc1 returned MEKK2mut PB1 HTS -1, V1aR counter 3.7, MEKK3 PB1 HTS 82, PHOSPHO1 inh 18, GPR7 antag -5, GalR3 antag -7, NALP1 yeast inh 25, OXTR agonist 0.5 and MEKK2 WT-MEK5 98.
For COc1ccccc1CN1CC(C(=O)NCCc2ccc(Cl)cc2)CC1=O (configuration not stated) the results were MEKK2mut PB1 HTS 4, V1aR counter 2.7, MEKK3 PB1 HTS 103, PHOSPHO1 inh 33, GPR7 antag -9, GalR3 antag -8, NALP1 yeast inh -12, OXTR agonist 0.8 and MEKK2 WT-MEK5 104.
`CC(C)(C)c1ccc(C(CC(=O)O)NC(=O)CCCc2ccccc2)cc1` (configuration not stated) gave MEKK2mut PB1 HTS -11, V1aR counter 1.2, MEKK3 PB1 HTS 95, PHOSPHO1 inh -25, GPR7 antag -7, GalR3 antag 0, NALP1 yeast inh 13, OXTR agonist 0.1 and MEKK2 WT-MEK5 91.
For CS(=O)(=O)N(CC(=O)Nc1ccccc1C(=O)N1CCOCC1)c1cccc(F)c1 the results were MEKK2mut PB1 HTS 4, V1aR counter 0.6, MEKK3 PB1 HTS 101, PHOSPHO1 inh 38, GPR7 antag -6, GalR3 antag 1, NALP1 yeast inh 18, OXTR agonist 0.1 and MEKK2 WT-MEK5 105.
COc1ccc(OCC(=O)Nc2ccc3c(c2)nc(CN2CCN(C(C)=O)CC2)n3C)cc1 was read as MEKK2mut PB1 HTS 17, V1aR counter 1.5, MEKK3 PB1 HTS 108, PHOSPHO1 inh -2, GPR7 antag -16, GalR3 antag -1, OXTR agonist 1.0 and MEKK2 WT-MEK5 102.
For CCOC(=O)c1c(N2C(=O)C=CC2=O)sc(C)c1C the results were MEKK2mut PB1 HTS 4, V1aR counter -0.3, MEKK3 PB1 HTS 104, PHOSPHO1 inh -17, GPR7 antag -5, NALP1 yeast inh 53*, OXTR agonist 1.3 and MEKK2 WT-MEK5 99.
`COc1ccc(-n2nnnc2-c2ccc(S(C)(=O)=O)cc2Cl)cc1` gave MEKK2mut PB1 HTS 3, V1aR counter 5.7, MEKK3 PB1 HTS 105, PHOSPHO1 inh 37, GPR7 antag -4, GalR3 antag -7, NALP1 yeast inh 1, OXTR agonist 3.3 and MEKK2 WT-MEK5 100.
For Cc1ccc(S(=O)(=O)NCCc2ccncc2)cc1 the results were MEKK2mut PB1 HTS -1, V1aR counter -0.2, MEKK3 PB1 HTS 104, PHOSPHO1 inh 14, GPR7 antag -9, GalR3 antag -3, NALP1 yeast inh 13, OXTR agonist -1.2 and MEKK2 WT-MEK5 102.
`CCn1c(C)nc2cc(C(=O)NNS(=O)(=O)c3ccccc3F)ccc21` gave V1aR counter 1.7, PHOSPHO1 inh 8, GPR7 antag -9, GalR3 antag 3, NALP1 yeast inh 3 and OXTR agonist 0.5.
For COc1ccccc1CC(=O)NC1CC1 the results were MEKK2mut PB1 HTS 12, V1aR counter 0.5, MEKK3 PB1 HTS 110, PHOSPHO1 inh 4, GPR7 antag 1, GalR3 antag -8, NALP1 yeast inh 0, OXTR agonist -0.2 and MEKK2 WT-MEK5 120.
Screening CC(=O)c1cnc2nc(SCc3ccc(C)cc3)nn2c1C returned MEKK2mut PB1 HTS 4, V1aR counter -0.1, MEKK3 PB1 HTS 104, PHOSPHO1 inh -6, GPR7 antag -11, GalR3 antag -3, NALP1 yeast inh 3, OXTR agonist -0.2 and MEKK2 WT-MEK5 109.
COCC1CCCCN1Cc1cn(-c2ccccc2)nc1-c1ccc2c(c1)OCO2 (configuration not stated) was read as MEKK2mut PB1 HTS -8, V1aR counter -0.3, MEKK3 PB1 HTS 98, PHOSPHO1 inh 45, GPR7 antag 7, GalR3 antag 3, NALP1 yeast inh -6, OXTR agonist -1.1 and MEKK2 WT-MEK5 95.
CCOC(=O)c1c(NC(C)=O)sc2c(OC)c(Br)ccc12 was read as MEKK2mut PB1 HTS -7, V1aR counter -0.3, MEKK3 PB1 HTS 86, PHOSPHO1 inh -9, GPR7 antag -11, GalR3 antag -2, NALP1 yeast inh 6, OXTR agonist 0.1 and MEKK2 WT-MEK5 83.
For Cc1sc2ncn(CC(=O)NCCCC(=O)N3CCN(c4ccccn4)CC3)c(=O)c2c1C the results were MEKK2mut PB1 HTS 2, V1aR counter 1.3, MEKK3 PB1 HTS 103, PHOSPHO1 inh 40, GPR7 antag -2, GalR3 antag 1, NALP1 yeast inh 13, OXTR agonist -1.8 and MEKK2 WT-MEK5 102.
For CCCCCn1nc(C)c(/C=N\NC(=O)c2cc(C)oc2C)c1C the results were MEKK2mut PB1 HTS 2, V1aR counter -0.9, MEKK3 PB1 HTS 106, PHOSPHO1 inh 0, GPR7 antag -9, GalR3 antag -1, NALP1 yeast inh 12, OXTR agonist -1.0 and MEKK2 WT-MEK5 106.
O=C(Nc1nc2c(s1)CCc1ccccc1-2)c1ccco1 was read as MEKK2mut PB1 HTS 4, V1aR counter -1.6, MEKK3 PB1 HTS 105, PHOSPHO1 inh 31, GPR7 antag -21, GalR3 antag -3, NALP1 yeast inh -4, OXTR agonist -2.3 and MEKK2 WT-MEK5 104.
CC(C)[C@H](NC(=O)N1CCn2c1nc1ccccc12)C(=O)N1CCCCC1 was read as MEKK2mut PB1 HTS -2, V1aR counter 1.4, MEKK3 PB1 HTS 97, PHOSPHO1 inh -25, GPR7 antag -13, GalR3 antag 0, NALP1 yeast inh 25, OXTR agonist -1.0 and MEKK2 WT-MEK5 96.
CCOC(=O)C1(Cc2ccccc2C(F)(F)F)CCN(C2CCCC2)CC1 was read as MEKK2mut PB1 HTS -13, V1aR counter 0.2, MEKK3 PB1 HTS 106, PHOSPHO1 inh -1, GPR7 antag 12, GalR3 antag -4, NALP1 yeast inh 6, OXTR agonist 1.5 and MEKK2 WT-MEK5 87.
For O=[N+]([O-])c1ccc(Nc2ccccc2)nc1 the results were MEKK2mut PB1 HTS -2, V1aR counter 0.3, MEKK3 PB1 HTS 99, PHOSPHO1 inh 0, GPR7 antag 4, GalR3 antag -5, NALP1 yeast inh 19, OXTR agonist -2.4 and MEKK2 WT-MEK5 96.
Screening COc1ccc(-n2c(=S)[nH]c3cc(C(=O)NCCCN4CCOCC4)ccc3c2=O)cc1OC returned MEKK2mut PB1 HTS -2, V1aR counter 0.0, MEKK3 PB1 HTS 103, PHOSPHO1 inh 8, GPR7 antag -12, GalR3 antag -5, NALP1 yeast inh -9, OXTR agonist 0.4 and MEKK2 WT-MEK5 99.
`CCCNC(=O)c1ccc2c(=O)c(O)c(C)[nH]c2c1` gave MEKK2mut PB1 HTS 1, V1aR counter 0.0, MEKK3 PB1 HTS 98, PHOSPHO1 inh 40, GalR3 antag 1, NALP1 yeast inh -14, OXTR agonist 0.5 and MEKK2 WT-MEK5 98.
COc1c(C)cc(C(=O)C2CCCN(C(=O)c3cc(C)n(C)n3)C2)cc1C (configuration not stated) was read as MEKK2mut PB1 HTS -1, V1aR counter 1.8, MEKK3 PB1 HTS 101, PHOSPHO1 inh 24, GPR7 antag -3, GalR3 antag 2, NALP1 yeast inh 14, OXTR agonist 0.6 and MEKK2 WT-MEK5 100.
`CCOc1ccc(NC(=O)N2CCC(c3ccc(C)cc3)C2)cc1` (configuration not stated) gave MEKK2mut PB1 HTS 9, V1aR counter 1.7, MEKK3 PB1 HTS 114, PHOSPHO1 inh -16, GPR7 antag -4, GalR3 antag -3, NALP1 yeast inh -8, OXTR agonist -1.4 and MEKK2 WT-MEK5 112.
Screening COc1ccc(C2C(C#N)=C(N)OC(C(C)(C)C)=C2C#N)cc1OC (configuration not stated) returned MEKK2mut PB1 HTS -4, V1aR counter -0.2, MEKK3 PB1 HTS 100, PHOSPHO1 inh -14, GPR7 antag -1, GalR3 antag -3, NALP1 yeast inh -18, OXTR agonist 0.4 and MEKK2 WT-MEK5 100.
For Cc1cc(Cl)ccc1Nc1ncccc1C(N)=O the results were MEKK2mut PB1 HTS -1, V1aR counter 0.7, MEKK3 PB1 HTS 108, PHOSPHO1 inh -12, GPR7 antag 17, GalR3 antag -3, NALP1 yeast inh 16, OXTR agonist 0.7 and MEKK2 WT-MEK5 110.
For CC(Sc1nnnn1-c1ccc(O)cc1)C(=O)NC1CCCCC1C (configuration not stated) the results were MEKK2mut PB1 HTS 3, V1aR counter 2.5, MEKK3 PB1 HTS 102, PHOSPHO1 inh 38, GPR7 antag 1, GalR3 antag -6, NALP1 yeast inh 5, OXTR agonist 3.8 and MEKK2 WT-MEK5 102.

Retrieved one by one from the list above:
For CC(Sc1nnnn1-c1ccc(O)cc1)C(=O)NC1CCCCC1C (configuration not stated) the results were MEKK2mut PB1 HTS 3, V1aR counter 2.5, MEKK3 PB1 HTS 102, PHOSPHO1 inh 38, GPR7 antag 1, GalR3 antag -6, NALP1 yeast inh 5, OXTR agonist 3.8 and MEKK2 WT-MEK5 102.
CC(C)[C@H](NC(=O)N1CCn2c1nc1ccccc12)C(=O)N1CCCCC1 was read as MEKK2mut PB1 HTS -2, V1aR counter 1.4, MEKK3 PB1 HTS 97, PHOSPHO1 inh -25, GPR7 antag -13, GalR3 antag 0, NALP1 yeast inh 25, OXTR agonist -1.0 and MEKK2 WT-MEK5 96.

Bioassay records as filed in PubChem.
